# Screening data from PubChem.
# CHOP inh: CHOP inhibition in unfolded protein response; inhibition, % at 10 µM; AID 2732; CHO-K1 CHOP-promoter luciferase, tunicamycin-induced, 15-18 h; 220,000 compounds, 3.8% hits;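 active = compounds that reduced the stress-induced luciferase reporter signal by more than about 70% of percent inhibition, limit read from the data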;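 also: 0% = tunicamycin plus vehicle and 100% = wells without tunicamycin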
# EP2 modulator: EP2 receptor (human) modulation; EP2-expressing cells, cAMP HTRF FRET, PGE2 co-stimulation; induction, % at 25 µM; 260,000 compounds, 0.83% hits; AID 940;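 active = compounds whose cAMP rise, as percent of the full-agonist control response, exceeds 60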;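 also: rat C6 glioma line stably carrying human EP2 under a CMV promoter; the protocol text gives 20 µM as final concentration; 100% = response of wells given 1 µM PGE2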
# S1P4 antagonist: blocks the human S1P4 receptor. O95977. inhibition, % at 4.98 µM. AID 1510. 220,000 compounds, 0.26% hits. S1P4-expressing cells, antagonist mode, reporter read-out; in the data active = inhibition above about 29%;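 also: 0% = wells stimulated with agonist and 100% = vehicle wells without agonist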
# Target sequence (O95977 whole entry, looked up): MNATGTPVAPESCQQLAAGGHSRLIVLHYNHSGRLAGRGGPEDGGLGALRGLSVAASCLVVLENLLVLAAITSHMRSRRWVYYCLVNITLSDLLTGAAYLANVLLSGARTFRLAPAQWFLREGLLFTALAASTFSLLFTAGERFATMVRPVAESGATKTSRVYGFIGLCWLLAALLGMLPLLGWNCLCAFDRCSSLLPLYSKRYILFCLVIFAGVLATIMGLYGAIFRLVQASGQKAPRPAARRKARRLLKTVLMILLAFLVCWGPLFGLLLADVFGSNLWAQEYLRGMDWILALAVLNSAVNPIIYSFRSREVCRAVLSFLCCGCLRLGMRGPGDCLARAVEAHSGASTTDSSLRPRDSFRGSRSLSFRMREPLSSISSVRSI
# S1P4 agonist: agonists of human S1P4 receptor | O95977 | S1P4-expressing cell line, agonist reporter assay | activation, % at 4.98 µM | 220,000 compounds, 0.35% hits | AID 1509; in the data active = activation above about 11%;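 also: 0% = DMSO vehicle and 100% = reference agonist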
# TRPN1 ag: activates the zebrafish TRPN1 channel; HEK293 zebrafish TRPN1-YFP, Fluo-8 calcium fluorescence; 100% = response to 87 µM carbachol; activation, % at 3 µM; 220,000 compounds, 0.18% hits;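 active = activation above its plate's cutoff, the mean activation of test wells on that plate plus 3 SD, cut at about 19% in these data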;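 also: 0% = DMSO alone and 100% = 87 µM carbachol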
#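 Material – zebrafish TRPN1-YFP in HEK293 cells · Doses – 3 µM single point · Schedule – dye 1 h 37 °C plus 30 min RT · Signal – Fluo-8 calcium fluorescence, excitation 470-495 nm, emission 515-575 nm · Read-out – % activation versus carbachol response · Control set – carbachol high, DMSO low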
# TRPML3 ag: agonists of human TRPML3 channel; Q8TDD5; HEK293 TRPML3-YFP, Fluo-8 calcium fluorescence; 100% = the carbachol control signal; activation, % at 3 µM; 220,000 compounds, 0.29% hits;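 active = activation above its plate's cutoff, the mean activation of the plate's test wells plus 3 SD, cut at about 12% in these data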;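 also: 0% = DMSO only wells and 100% = carbachol wells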
#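 Material: HEK293 cells stably carrying human TRPML3-YFP; compound dosing: single dose, 3 µM final nominal compound, 0.3% DMSO final; incubation: 1-h 37 °C dye load, 5-s basal, 120-s post-compound reads; technique: Fluo-8 intracellular calcium fluorescence, excitation 470-495 nm, emission 515-575 nm; read-out basis: percent activation from peak-to-basal fluorescence ratio, scaled between DMSO and carbachol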
# NPY1 pot ag: potentiators or agonists of human neuropeptide Y receptor Y1; P25929; NPY-Y1 expressing cells, potentiator/agonist activation; activation, % at 3.6 µM; 220,000 compounds, 0.37% hits; in the data active = activation above about 33%, passing the limit was not always enough;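 also: cells stimulated with NPY at EC10 then isoproterenol at EC100; 0% = low agonist plus stimulus and 100% = saturating agonist plus stimulus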
# Target sequence (P25929 whole entry, looked up): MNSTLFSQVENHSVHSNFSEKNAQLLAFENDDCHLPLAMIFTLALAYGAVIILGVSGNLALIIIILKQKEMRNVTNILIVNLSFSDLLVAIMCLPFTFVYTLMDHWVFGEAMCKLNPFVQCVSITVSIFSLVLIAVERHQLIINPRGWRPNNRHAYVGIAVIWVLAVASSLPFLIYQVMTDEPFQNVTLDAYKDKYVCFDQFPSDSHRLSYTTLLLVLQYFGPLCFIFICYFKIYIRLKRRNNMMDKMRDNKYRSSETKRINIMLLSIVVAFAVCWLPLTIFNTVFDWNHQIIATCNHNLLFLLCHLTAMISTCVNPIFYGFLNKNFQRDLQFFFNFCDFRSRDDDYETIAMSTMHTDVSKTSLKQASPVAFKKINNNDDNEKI
# NPY-Y1 antag: NPY-Y1 (human) receptor antagonism | inhibition, % at 3.6 µM | P25929 | HEK293-CNG Y1 cells, membrane potential fluorescence; NPY at EC95, then isoproterenol | 200,000 compounds, 1% hits;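 active = inhibition above the campaign mean inhibition of all tested compounds plus 3 SD, cut at about 20% in these data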;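 also: 0% = DMSO wells given NPY plus isoproterenol and 100% = isoproterenol alone without NPY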
#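 Material: HEK293 Y1/CNG channel cell line | Also added: NPY (25 nM), isoproterenol (1 µM), Ro 20-1724 (25 µM) | Compound: One concentration, 3.6 µM, in 0.4% DMSO | Schedule: 3 h dye uptake, 1 h room-temperature compound, 45 min post-isoproterenol | Signal: Membrane-potential fluorescent dye readout | Read-out: % inhibition of NPY effect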
# NPY-Y2 PAM-ag: potentiators or agonists of human neuropeptide Y receptor Y2; P49146; cells expressing NPY-Y2, potentiator/agonist read-out; activation, % at 3.6 µM; 220,000 compounds, 0.45% hits; AID 1359; in the data active = activation above about 27%;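 also: cells stimulated with NPY near EC25 plus isoproterenol at EC100; 0% = vehicle plus submaximal agonist and 100% = vehicle plus saturating agonist; some results beyond the cut were filed as inactive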
# * marks the source's active call; other numbers are inactive results; x = no result given; & = joins results of further samples.
Compound,CHOP inh,EP2 modulator,S1P4 antagonist,S1P4 agonist,TRPN1 ag,TRPML3 ag,NPY1 pot ag,NPY-Y1 antag,NPY-Y2 PAM-ag
CCOc1ccc(N=Cc2c(O)cc(C)oc2=O)cc1,-62,-1,-21,0.4,-0.2,-0.5,9,15,11
CCOC(=O)N1CC=C2C(C#N)=C(N)C(C#N)(C#N)[C@H](c3ccsc3)[C@H]2C1,25,-6,2,-0.9,-0.3,0.8,8,-3,14
COc1ccc(OC)c(NC(=O)CCN2CC(C)OC(C)C2)c1 (configuration not stated),7,16,-3,0.4,1.4,0.0,-16,-6,-3
Clc1ccc(C[n+]2cc(-c3ccccc3)n3c2CCC3)cc1Cl,-11,-4,0,3.4,-1.0,-0.6,-9,6,0
O=C(c1ccccc1S(=O)(=O)NCC(O)COc1ccc([N+](=O)[O-])cc1)N1CCCCC1 (configuration not stated),18,-3,-15,0.2,0.7,1.0,18,-2,3
COCCCNC(=O)c1cc(OC)c(OC)c(OC)c1,5,0,-17,0.7,-0.1,0.3,10,-3,12
O=c1[nH]c2cc([N+](=O)[O-])c(NCCO)c([N+](=O)[O-])c2[nH]1,5,18,-18,2.3,0.9,1.1,8,5,-6
COc1ccccc1C1CC(=O)NC(C)=C1C(=O)OC(C)C (configuration not stated),20,9,0,-0.7,-2.3,-0.2,15,-5,5
O=C(CC1(O)C(=O)N(CN2CCOCC2)c2ccccc21)c1ccccc1 (configuration not stated),1,19,0,1.3,1.4,0.5,1,7,3
CCC(=O)Nc1sc2c(c1C#N)CCC2,-3,-47&-27,-2,0.3,0.4,0.6,16,-6,1
CC(C)c1ccccc1NC(=O)COC(=O)C1(C)CC1(Cl)Cl (configuration not stated),20,-26,3,-0.1,-0.7,-0.8,-8,-3,-1
Cc1c(/C=N\NC(=O)c2cc3ccccc3o2)c2ccccc2n1C,-16,-68,-7,2.1,-0.5,0.5,-6,9,-6
CN(C)CCCN1C(=O)c2oc3ccc(Cl)cc3c(=O)c2C1c1cccnc1 (configuration not stated),30,4,-5,0.9,1.5,0.8,-5,1,-18
O=C(O)CCc1c(C(=O)O)[nH]c2ccccc12,19,-4,-1,-1.1,0.7,0.8,-4,0,-13
Nn1c(SCc2ccc(Br)cc2)nnc1-c1ccccn1,-10,-35,-9,-0.7,-0.8,0.4,-4,2,14
CC(=O)Cn1c(CN2CCCCC2)nc2ccccc2c1=O,1,11,-8,-0.5,-0.2,0.9,-12,4,-10
O=C(NCc1ccco1)c1ccc2nc3sc4c(c3c(=O)n2c1)CCCC4,-44,-3,-11,3.2,1.6,0.3,-1,11,5
N#CC(c1ccc(Cl)nn1)c1ccc(Cl)cc1Cl (configuration not stated),15,-14,-16,0.2,-1.6,-0.4,20,3,9
Nc1cc(=O)[nH]c(N2CCN(c3ccccc3)CC2)n1,4,10,1,-1.8,-0.7,1.0,18,14,12
CCOC(=O)CCn1cnc2ccc([N+](=O)[O-])cc2c1=O,4,3,-10,3.2,2.3,0.7,-5,0,-6
CC(C)N(CCn1c(SCC(=O)N2CC(=O)Nc3ccccc32)nc2ccccc2c1=O)C(C)C,21,8,-23,1.3,1.4,0.6,-8,9,-2
[O-][n+]1onc2c3ccnnc3ccc21,18,15,-4,-0.4,-0.2,0.2,-1,-4,-30
O=[N+]([O-])c1cc(C(F)(F)F)ccc1NN=C1CCCC1,-31,12,-17,-1.9,2.7,1.5,-6,10,4
COC(=O)c1sccc1OCc1cccc(OC)c1,14,7,3,1.9,-2.4,-0.7,9,-1,-8
CCn1c(SCC(=O)NCc2cccs2)nc2c1c(=O)n(C)c(=O)n2C,-4,1,-12,1.4,1.6,1.1,-2,8,11
CCC1(C)NC(=O)N(CC(=O)Nc2sc3c(c2C(=O)OC)CCCCC3)C1=O (configuration not stated),18,-11,-10,0.3,1.6,0.3,-18,0,-4
CCOc1ccc(CNC(=S)N/N=C\c2ccc([N+](=O)[O-])cc2)cc1,46,-19,-4,-2.1,0.0,0.0,-24,4,-3
C=CCn1c2ccccc2c2nnc(SC(CC)C(=O)Nc3sc4c(c3C#N)CCCC4)nc21 (configuration not stated),17,23,7,0.3,1.2,0.7,16,-7,8
CCN(CCCNC(=O)CC(C(=O)N1CCc2ccccc21)n1ccnc1)c1cccc(C)c1 (configuration not stated),27,0,6,-0.5,-1.5,-2.2,-13,-2,-4
CCCCCCc1cc2cc(C(=O)OCC)c(=O)oc2cc1O,22,-44,-18,4.4,1.8,1.0,0,x,0

# The closing two compounds of the part above open the next one.
Compound,CHOP inh,EP2 modulator,S1P4 antagonist,S1P4 agonist,TRPN1 ag,TRPML3 ag,NPY1 pot ag,NPY-Y1 antag,NPY-Y2 PAM-ag
CCN(CCCNC(=O)CC(C(=O)N1CCc2ccccc21)n1ccnc1)c1cccc(C)c1 (configuration not stated),27,0,6,-0.5,-1.5,-2.2,-13,-2,-4
CCCCCCc1cc2cc(C(=O)OCC)c(=O)oc2cc1O,22,-44,-18,4.4,1.8,1.0,0,x,0
COC(=O)CNC(=O)c1ccccc1[N+](=O)[O-],x,x,-13,0.3,0.8,-0.2,-15,1,1
Cc1cc(C)c(S(=O)(=O)c2ccccc2Cl)c(Cl)n1,-11,-23,-5,0.5,-1.0,1.0,-5,6,1
O=C(OCC(=O)N1CCCc2ccccc21)c1ccc(Cl)nc1,10,1,1,1.0,0.1,-0.2,-16,5,1
Cc1ccc(N2CC(=O)N(NC(=O)Nc3ccc(Cl)c(Cl)c3)CC2=O)cc1,17,-1,-1,-0.5,0.4,0.8,9,x,9
CC(C#N)(Nc1ccc(Cl)cc1)c1cccnc1 (configuration not stated),13,-10,-3,1.1,1.0,0.3,-6,2,5
COc1ccc(NC(=O)c2ccco2)c(OC)c1,-27,7,-7,-0.7,-0.2,1.1,4,5,17
CCC(C)c1ccc(NC(=S)NCc2ccccc2OC)cc1 (configuration not stated),97*,-41,8,-0.9,-0.7,-0.9,-2,6,-18
O=C(Nc1ccc(F)cc1)C(c1ccccc1)N1CCN(C(=O)c2ccco2)CC1 (configuration not stated),0,-18,0,1.5,0.7,-0.2,16,2,0
CC1CC(C)(C)CC2(C1)NC(=O)N(CC(=O)NC1CCCc3ccccc31)C2=O (configuration not stated),34,28,-17,1.4,0.9,0.4,12,-3,4
Cn1c(C(O)c2ccc(Br)cc2)nc(Cl)c1Cl (configuration not stated),11,-6,-1,-2.8,-1.8,-0.9,1,x,1
C(#Cc1ccccc1)CN1CCOCC1,28,23,-3,3.3,0.1,0.4,2,-2,-7
Cc1cc(C)nc(-n2nc(C)cc2NC(=O)c2cccc(S(=O)(=O)N3CCCCC3)c2)n1,107*,13,-7,0.3,1.1,-0.2,9,3,20
Nc1nc(COc2ccc(Cl)cc2)cs1,-8,-3,-21,0.2,-0.8,-0.5,9,1,5
COc1ccc(S(=O)(=O)CCC(=O)NCCc2cccc(C)c2)cc1,32,-3,-4,-0.1,-0.1,0.5,3,6,-5
CCCC(=O)Nc1c(-c2ccccc2)c(=O)c(C)nn1-c1ccc(C)cc1,8,1,10,-0.5,0.2,0.9,-2,x,-6
COc1ccccc1NC(=O)CN1C(=O)NC2(CCCCCCC2)C1=O,13,-7,2,1.6,0.7,1.2,3,-7,7
CC(OC(=O)CNC(=O)c1ccc2c(c1)OCO2)C(=O)NCCC1=CCCCC1 (configuration not stated),-22,-9,-9,-1.0,0.3,1.1,15,4,13
Cc1cc([N+](=O)[O-])ccc1NC(=S)NC(=O)Cc1ccccc1,65,-42,-4,0.6,3.4,0.6,8,0,-8
O=C(CSc1ncccn1)NCc1ccc(F)cc1,-8,12,-6,0.3,2.7,0.3,-3,-3,19
Cc1ccc(N2CC(C(=O)Nc3nnc(SCC(=O)Nc4cc(C)on4)s3)CC2=O)cc1 (configuration not stated),32,8,-10,0.5,1.6,0.9,1,-5,-4
Cc1ccc2nnnc(-c3ccccc3)c2c1,14,22,-21,-0.4,-2.0,-1.3,6,0,-2
CCCn1c(NCc2ccco2)nc2ccccc21,1,-3,-20,-0.8,-0.4,-0.7,-13,13,-18
O=S(=O)(Nc1ccccc1N1CCOCC1)c1ccc(Cl)s1,-4,-16,-24,0.1,-0.6,99*,12,-5,9
CCCCOCCCNC(=O)c1ccc(NC(C)=O)cc1,10,12,3,-0.7,-0.1,0.7,5,7,-11
O=[N+]([O-])c1nn(-c2ccc3c(c2)OCCO3)n(O)c1=Nc1ccccc1,88*,5,-13,0.8,0.2,0.2,-1,2,7
CCn1c(O)c(N=NC(=S)NCC2CCCO2)c2ccccc21 (configuration not stated),-11,-16,-31,1.4,-0.6,-0.2,-10,1,-7
COc1cccc(OCc2nnc(SCC(=O)NNC(=O)C3CCCCC3)n2C)c1,6,11,-7,0.4,-0.3,0.8,-14,3,0
O=c1ncn(-c2ccccc2C(F)(F)F)c2ncccc12,-23,19,-11,0.5,3.8,1.5,-8,-3,12
CCOC(=O)NC(=O)c1cn(Nc2ncc(C(F)(F)F)cc2Cl)c(=O)[nH]c1=O,3,5,-4,1.2,2.1,0.5,8,x,0
CCCCNS(=O)(=O)c1ccc2nc(SCC(=O)N3CC(C)OC(C)C3)[nH]c2c1 (configuration not stated),30,14,-7,0.3,-0.8,0.9,8,1,6
COc1ccc(C(=O)NCC(=O)Nc2cccc(S(=O)(=O)NCc3ccco3)c2)cc1OC,4,-33,9,-2.1,1.3,0.1,-21,1,-23
Cc1ccc(-c2nc3cc(NS(=O)(=O)c4ccc(C)cc4)ccc3o2)cc1,105*,-29,-9,-1.9,-0.3,0.7,0,4,-20
Cc1noc(C)c1S(=O)(=O)N1CCCC(C(=O)NCCC2=CCCCC2)C1 (configuration not stated),-1,0,-5,-1.6,0.3,0.8,17,8,14
Cc1ccc(-n2cc(CN3CCNC(=O)CC3)c(-c3ccc(F)cc3)n2)cc1,12,-7,10,0.1,2.1,0.6,10,x,-3
CCOC(=O)c1sc(NC(=O)c2cc3c(s2)CCC(C)C3)nc1C (configuration not stated),57,4,0,-1.5,-0.4,1.5,-33,3,-19
CC(C)N(CCNC(=O)c1cn(C)c2ccc(S(=O)(=O)N(C)C)cc2c1=O)Cc1ccccc1,16,-1,-44,0.2,1.5,0.8,9,8,2

# This is a random part of the collection; overall some 6.5% were active at least once.
